Source: PubChem (National Center for Advancing Translational Sciences (NCATS))
APEX1 inh: APE1 (human) endonuclease inhibition | P27695 | Potency, µM (highest dose often 65.8 µM), for inactives: top-dose activity change, negative = inhibition, actives largely listed as inhibitors | recombinant APE1, TAMRA/BHQ-2 abasic DNA cleavage fluorescence | 350,000 tested, 0.35% active;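 note: potency is the fitted concentration of half-maximal effect; plate controls were vehicle for no effect and reference inhibitor for full effect; nearly all actives have a fitted effect of over 55% in size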
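Endonuclease cleavage of a quenched abasic-site DNA duplex (50 nM) by APE1 (0.75 nM) was tracked by TAMRA dequenching. Compounds were preincubated with enzyme 15 min at room temperature; data normalized to buffer-only and DMSO wells plus NSC13755 control.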
Anesthetic bind: binds horse apoferritin like a general anesthetic. P02791. apoferritin/1-aminoanthracene competitive binding, fluorescence. Potency, µM (series often up to 77.5 µM), without a hit: at the highest dose activity change, negative = displacement, most hits filed as inhibitors. 350,000 tested, 0.074% active. AID 485281; note: potency is the fitted concentration of half-maximal effect; % is set by controls: 0 for no effect and ±100 for the full control effect; nearly all actives have a fitted effect of over 20% in size
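Apoferritin-based anesthetic binding model; compound displacement of fluorescent 1-AMA measured as endpoint fluorescence after 10 minutes at room temperature, scaled to free-ligand and complex controls.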
Pol kappa inh: blocks human DNA polymerase kappa activity; Q9UBT6; purified Pol kappa, fluorescent DNA synthesis assay, 10 min; Potency, µM (doses to about 107 µM), for inactives: at the top dose activity, negative = inhibition, most hits filed as inhibitors; 400,000 tested, 0.53% active; AID 588579; note: potency is the fitted concentration of half-maximal effect; % is set by controls: 0 for no effect and ±100 for the full control effect
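Readout: fluorescence, taken kinetically at 0 and 10 min. Conditions: 10 nM Pol kappa, 15 min RT compound preincubation, 50 nM substrate final. Controls: enzyme-free buffer wells.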
Pol iota inh: blocks human DNA polymerase iota activity | Q9UNA4 | Pol iota fluorescent replication assay, 10 min | Potency, µM (series often up to 115 µM), inactives show at the highest dose activity, negative = inhibition, most hits filed as inhibitors | 390,000 tested, 1% active; note: potency is the fitted concentration of half-maximal effect
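Fluorescent replication assay read twice, at 0 min and 10 min after adding 50 nM (final) substrate. Enzyme (10 nM) and compounds were first incubated 15 min at room temperature; enzyme-free buffer wells were negative controls.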
Pol beta inh: blocks human DNA polymerase beta activity; 340,000 tested, 1.3% active; Potency, µM (doses to about 114 µM), for inactives: at the highest dose activity change, negative = inhibition, hits mostly inhibitors; AID 485314; P06746; Pol beta primer extension/strand displacement, fluorescence kinetic; note: potency is the fitted concentration of half-maximal effect; % is set by controls: 0 for no effect and ±100 for the full control effect
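Enzyme-only controls used 10 nM Pol beta; buffer lacking enzyme served as negative control. Compound preincubated 15 min, then 50 nM substrate added; 0 and 10 min reads at room temperature.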
LDHA block: blocks human lactate dehydrogenase A. P00338. purified LDHA, NADH/diaphorase-resazurin fluorescence; active compounds read low. activity change, % (values are at about 110 or 230 µM). 480,000 tested, 0.15% active. AID 1347041; in the data active = activity change below about -30%; inconclusive = mostly about -25% to -30%;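 note: plate controls were DMSO wells for no effect and wells without enzyme for full effect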
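Resorufin fluorescence (ex540/em590), read at 0 and 20 min after diaphorase/resazurin addition, reports the NADH left after a 5 min room-temperature reaction of 2 nM human LDH5 with 0.06 mM NADH and 0.2 mM pyruvate.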
POLH inh: blocks human DNA polymerase eta activity | Q9Y253 | recombinant Pol eta, fluorescent DNA replication assay | Potency, µM (highest dose often 114 µM), inactives show at the top dose activity change, negative = inhibition, usual class: inhibitors | 390,000 tested, 1.2% active; note: potency is the fitted concentration of half-maximal effect; % is set by controls: 0 for no effect and ±100 for the full control effect
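Pol eta at 10 nM preincubated with compounds 15 min at room temperature; reaction started with fluorescent substrate (50 nM final) and read kinetically at 0 and 10 min.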
BLM helicase inh: blocks DNA unwinding by human BLM helicase. P54132. recombinant BLM DNA unwinding, fluorescence dequenching. Potency, µM (top dose mostly 56.1 µM), for the others: at the highest dose activity change, negative = inhibition, usual class: inhibitors. 350,000 tested, 0.2% active. AID 2528;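 note: potency is the fitted concentration of half-maximal effect; plate controls were vehicle for no effect and no enzyme for full effect; nearly all actives have a fitted effect of over 35% in size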
Target sequence (P54132 whole entry, looked up): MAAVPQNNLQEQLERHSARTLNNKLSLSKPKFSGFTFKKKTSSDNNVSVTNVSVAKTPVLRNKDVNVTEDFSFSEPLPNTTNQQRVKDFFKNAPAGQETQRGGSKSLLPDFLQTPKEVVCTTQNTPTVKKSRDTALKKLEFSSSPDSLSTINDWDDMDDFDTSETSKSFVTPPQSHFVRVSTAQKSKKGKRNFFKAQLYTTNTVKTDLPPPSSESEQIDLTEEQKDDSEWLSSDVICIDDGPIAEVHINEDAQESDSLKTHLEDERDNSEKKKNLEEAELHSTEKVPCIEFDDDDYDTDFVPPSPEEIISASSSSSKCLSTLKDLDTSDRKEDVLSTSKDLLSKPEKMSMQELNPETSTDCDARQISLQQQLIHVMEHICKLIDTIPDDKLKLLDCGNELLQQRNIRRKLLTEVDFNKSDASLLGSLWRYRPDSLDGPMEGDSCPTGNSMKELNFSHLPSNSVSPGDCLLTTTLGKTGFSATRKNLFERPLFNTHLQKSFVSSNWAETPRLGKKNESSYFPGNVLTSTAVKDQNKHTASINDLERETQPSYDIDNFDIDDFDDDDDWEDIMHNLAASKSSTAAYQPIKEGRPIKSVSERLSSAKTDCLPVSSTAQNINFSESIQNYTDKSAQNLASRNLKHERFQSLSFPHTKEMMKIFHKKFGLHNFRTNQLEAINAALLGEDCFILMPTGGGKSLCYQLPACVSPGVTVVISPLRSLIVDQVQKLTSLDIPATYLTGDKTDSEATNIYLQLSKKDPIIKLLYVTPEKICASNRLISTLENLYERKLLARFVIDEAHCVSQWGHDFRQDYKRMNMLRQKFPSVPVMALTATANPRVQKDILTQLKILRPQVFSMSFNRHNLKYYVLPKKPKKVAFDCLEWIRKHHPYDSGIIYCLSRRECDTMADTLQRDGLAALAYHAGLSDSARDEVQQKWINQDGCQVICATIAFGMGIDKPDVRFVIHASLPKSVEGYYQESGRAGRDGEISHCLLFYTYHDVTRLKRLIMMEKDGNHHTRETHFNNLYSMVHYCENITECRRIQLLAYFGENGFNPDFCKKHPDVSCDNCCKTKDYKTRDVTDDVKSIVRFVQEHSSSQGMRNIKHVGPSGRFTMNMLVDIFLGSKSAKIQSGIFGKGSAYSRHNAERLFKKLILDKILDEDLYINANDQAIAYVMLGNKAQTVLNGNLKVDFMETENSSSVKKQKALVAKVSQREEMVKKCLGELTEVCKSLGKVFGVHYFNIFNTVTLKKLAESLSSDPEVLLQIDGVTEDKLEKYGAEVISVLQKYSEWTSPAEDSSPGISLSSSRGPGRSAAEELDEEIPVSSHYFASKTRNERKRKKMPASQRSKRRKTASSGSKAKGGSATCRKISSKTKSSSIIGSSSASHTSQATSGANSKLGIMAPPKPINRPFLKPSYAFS
Glioma ERSR ind: ER stress response induction in glioma; U87-MG GRP78 promoter luciferase reporter, 16 h; AID 602332; 420,000 tested, 0.02% active; Potency, µM, for the others: at the highest dose activation, actives largely listed as activators; note: potency is the fitted concentration of half-maximal effect; series mostly up to about 76 µM; % of control where 0% means no effect; nearly all actives have a fitted effect of over 35% in size
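Stably transfected U87-MG human glioma cells carrying a GRP78-based luminescent sensor were seeded at 1000 cells/well, pin-dosed with compounds and incubated 16 h. Luciferase reagent was then added, and end-point luminescence was read after 10 min at room temperature.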
* hit, by the source's call; ? = inconclusive; . = not tested or not shown; & = joins results of further samples; [ ] = dose if it differs, or a comment. Unless noted, calls come from the whole dose curve; as a rule, active = well fitted curve in the direction sought with a large enough effect; inconclusive = small, poorly fitted or top-dose-only effect, or another doubt; inactive = no such curve, though single readings can be large; an effect the other way counts as inactive or inconclusive. Not all compounds are listed; rates above refer to the full screens.

Below each SMILES: APEX1 inh, Anesthetic bind, Pol kappa inh, Pol iota inh, Pol beta inh, LDHA block, POLH inh, BLM helicase inh, Glioma ERSR ind
1	O=C(c1ccc(S(=O)(=O)Nc2cccc(C(F)(F)F)c2)cc1)N1CCN(c2ccccc2O)CC1
    -2%, ., -10%, 0%, ., 0, -13%, ., 0%
2	CC1CCC2(CC1)NC(=O)N(CC(=O)Nc1ccccc1-c1ccccc1)C2=O (stereo unspecified)
    -2%, -16%, -9%, 42%[activator], 7%, 1, -8%, -9%, -3%
3	COc1ccc(-c2cc(C(F)(F)F)n3nc(C(=O)Nc4c(C)n(C)n(-c5ccccc5)c4=O)cc3n2)cc1
    0%, -10%, 2%, 43%[activator], 2%, 3, -12%, -2%, -4%
4	COc1ccc(-c2cn(Cc3ccc(C(=O)NCc4ccc(C)cc4)cc3)c(C(C)N)n2)cc1 (stereo unspecified)
    4%, ., -5%, -1%, ., -9, -17%, ., 2%
5	O=C(CNC(=O)c1ccccc1)OCC(=O)c1ccccc1
    ., ., -16%, 7%, ., -8, ., ., -1%
6	CC(C)CC(NC(=O)OC(C)(C)C)c1cn([C@@H](Cc2ccc(O)cc2)C(=O)N2CCN(C(=O)OC(C)(C)C)CC2)nn1 (stereo partly specified)
    2%, ?, -7%, 15%, 35µM*, -8, -22%, -6%, -1%
7	CCC(=O)Nc1c2c(nn1-c1ccc([N+](=O)[O-])cc1)CS(=O)(=O)C2
    40%, -1%, -1%, 29%, -14%, -3, -18%, -6%, -5%
8	CN1N=C(c2ccc(F)c(F)c2)CSC1=NCc1ccccc1
    -11%, ?, 6%, 97%[activator], -25%, -3, -16%, -12%, -2%
9	NC[C@@H]1O[C@H](C23CC4CC(CC(C4)C2)C3)Cc2c1ccc(O)c2O
    -6%&-2%&2%&-1%, -19%&-19%, ?, -1%[58.9 µM], 7%[57.1 µM], 6, -5%[57.1 µM], 2%&3%, -9%&-3%&-7%&-2%
10	Cc1cc(=O)oc2cc(OCC(=O)N3CCC(O)CC3)c(Cl)cc12
    17%, -10%, 6%, -15%, 10%, -2&-2, -1%, -4%, -3%
11	COc1ccc(S(=O)(=O)NNC(=O)Cc2csc(C)n2)cc1[N+](=O)[O-]
    -42%, ., ?, 50µM*, ., 0, ?, ., -4%
12	CCOc1ccccc1NC(=S)N1CCN(c2cccc(C)c2C)CC1
    11%, 133%[activator], -2%, 10%, 3%, -1, -14%, -9%, -3%
13	CN(C)Cc1c(O)ccc2c(=O)c(-c3ccccc3Cl)c(C(F)(F)F)oc12
    8%, -13%, -13%, 7%, 28%, -4, -8%, -9%, -5%
14	Fc1ccc(C(c2nnnn2C2CCCCC2)N2CCCC2)cc1 (stereo unspecified)
    18%, -12%, 10%, 42%[activator], 2%, -1, -7%, 4%, -5%
15	COc1cc(OC)cc(C(=O)NCC(=O)NC(C)CCc2ccccc2)c1 (stereo unspecified)
    14%, -17%, -6%, 95%[activator], 6%, -8, 3%, -1%, 0%
16	COc1cc(OC)cc(C(=O)Nc2ccccc2-c2nnn(CC(=O)Nc3cc(C)on3)n2)c1
    50%[activator][12.4 µM], -7%, 7%, 62%[activator], 2%, -4, -20%, -6%, 1%
17	Cc1ccccc1-c1nnn(CC(=O)N(C)CC(=O)Nc2ccccc2C(F)(F)F)n1
    30%, ., -2%, 4%, ., -4, -17%, ., -2%
18	COC(=O)c1cc(NS(=O)(=O)c2ccc(N3CCCCCC3)c([N+](=O)[O-])c2)cc(C(=O)OC)c1
    -8%, ?, -7%, -2%, 23%, -6, -8%, -13%, -5%
19	COc1cccc(S(=O)(=O)NC2CCN(C#N)C2)c1 (stereo unspecified)
    15%, ., -2%, -8%, ., -6&-13, 0%, ., -3%
20	COc1ccc2cc3cc(C(=O)Nc4ccccc4C)oc3nc2c1
    ., 59%[activator], 3%, -15%, 0%, -4, -2%, -9%, -1%

Carrying on:
Below each SMILES: APEX1 inh, Anesthetic bind, Pol kappa inh, Pol iota inh, Pol beta inh, LDHA block, POLH inh, BLM helicase inh, Glioma ERSR ind
21	CCCc1nc(NC2CCCCC2)c(C#N)c2c1COC(C)(C)C2
    9%, -18%, 0%, -18%, -16%, 3, -3%, -2%, -1%
22	CSc1ccc(/C=N/n2c(C)nnc2C)cc1
    ?, -8%, -12%, 3%, 34%, -6, -6%, -3%, -2%
23	COc1ccc(/C=N/NC(=O)c2nc(Cl)c(Cl)c(N)c2Cl)cc1COc1ccc(F)cc1F
    -2%, 119%[activator], -9%, -3%, ?, -3, ?, -6%, -10%
24	O=C(Nc1cc(-c2nc3ncccc3o2)ccc1Cl)c1ccco1
    10%, -5%, -6%, -22%, -10%, -9, -9%, 0%, 3%
25	CCCOc1ccc(-c2cn3ccccc3n2)cc1[N+](=O)[O-]
    -2%, -12%, -17%, 104%[activator], 6%, 0, 3%, 5%, 1%
26	Cc1ccc(Cl)cc1N1CCN(C(=O)c2ccc3c(c2)CCN3S(C)(=O)=O)CC1
    54%[activator], -10%, ., ., 1%, ., ., -8%, .
27	CC(=NC1CC1)C1=C(O)c2ccccc2C1=O
    1%, -14%, 2%, 18%, ?, 1, 2%, 0%, -2%
28	CCN(CC)CCNC(=O)C1c2ccccc2C(=O)N(CCOC)C1c1ccc(F)cc1 (stereo unspecified)
    9%, -14%, -10%, 11%, 18%, -13, 5%, -5%, -8%
29	O=S(=O)(O)c1cccc(N=Nc2c(O)ccc3ccccc23)c1
    ?, -4%, -11%, 11%, ?, 4, ?, -8%, -6%
30	O=C(CNc1ccccc1Cl)N/N=C1\CCCc2ccccc21
    -6%, -4%, -21%, 4%, ?, -8, -7%, -3%, 2%
31	Cc1ccc(C)c(-n2nnnc2SCC(=O)c2c(N)n(C)c(=O)n(C)c2=O)c1
    -3%, -2%, ., ., -1%, ., ., -2%, .
32	Cc1ccccc1Nc1nc(N)nc(CSc2nnc3sc4ccccc4n23)n1
    0%, -7%, -1%, -10%, -1%, 0, -1%, 0%, 0%
33	O=S(=O)(c1ccc(Cl)cc1Cl)n1ccc2cccnc21
    1%, -15%, -17%, 23%, -1%, -5, 8%, -2%, -3%
34	O=C(Nc1nnc(-c2ccccc2)s1)c1ccc(F)cc1
    0%, -3%, -4%, -3%, 3%, -11, -9%, 0%, 0%
35	COc1ccc2oc(C(=O)OCC(=O)N3CC(C)OC(C)C3)c(C)c2c1 (stereo unspecified)
    2%, -9%, -1%, -24%, 25%, -17, -14%, 1%, -2%
36	Cc1nnc(SCc2ccon2)n1-c1ccccc1
    -3%, 0%, 3%, 0%, 0%, -5, -9%, 4%, -3%
37	CC(=O)OC(Cn1nc(C)cc1C)c1ccccc1 (stereo unspecified)
    -1%, -3%, -8%, 20%, -16%, -3, -7%, -2%, -3%
38	Cc1ccc(CSc2nnc3ccc(-c4ccncc4)nn23)cc1
    -10%, -23%, 11%, 29%, -2%, -1, -8%, -2%, -4%
39	CCOC(=O)c1c(-c2ccc(C)o2)csc1N
    -5%, ?, 6%, -2%, -4%, 16, -15%, -9%, 2%
40	CCCCN(C)CCNC(=S)Nc1ccc2nc(N3CCN(CC)CC3)cc(C)c2c1
    67%[activator], 1%, -16%, 40%[activator], -12%, 9, -10%, 50%[activator], -6%

4 compounds drawn at random from those above:
Below each SMILES: APEX1 inh, Anesthetic bind, Pol kappa inh, Pol iota inh, Pol beta inh, LDHA block, POLH inh, BLM helicase inh, Glioma ERSR ind
35	COc1ccc2oc(C(=O)OCC(=O)N3CC(C)OC(C)C3)c(C)c2c1 (stereo unspecified)
    2%, -9%, -1%, -24%, 25%, -17, -14%, 1%, -2%
27	CC(=NC1CC1)C1=C(O)c2ccccc2C1=O
    1%, -14%, 2%, 18%, ?, 1, 2%, 0%, -2%
37	CC(=O)OC(Cn1nc(C)cc1C)c1ccccc1 (stereo unspecified)
    -1%, -3%, -8%, 20%, -16%, -3, -7%, -2%, -3%
6	CC(C)CC(NC(=O)OC(C)(C)C)c1cn([C@@H](Cc2ccc(O)cc2)C(=O)N2CCN(C(=O)OC(C)(C)C)CC2)nn1 (stereo partly specified)
    2%, ?, -7%, 15%, 35µM*, -8, -22%, -6%, -1%

Three entries from above, sorted by their value in POLH inh, ascending:
| item | canonical_smiles | POLH inh |
| --- | --- | --- |
| 34 | O=C(Nc1nnc(-c2ccccc2)s1)c1ccc(F)cc1 | -9% |
| 38 | Cc1ccc(CSc2nnc3ccc(-c4ccncc4)nn23)cc1 | -8% |
| 33 | O=S(=O)(c1ccc(Cl)cc1Cl)n1ccc2cccnc21 | 8% |

The list continues:
Below each SMILES: APEX1 inh, Anesthetic bind, Pol kappa inh, Pol iota inh, Pol beta inh, LDHA block, POLH inh, BLM helicase inh, Glioma ERSR ind
41	Cc1cc(F)ccc1S(=O)(=O)NCC(c1cccnc1)N1CCc2ccccc21 (stereo unspecified)
    7%, 6%, -7%, 3%, -1%, 4, -7%, -5%, -3%
42	COc1ccc(-c2cc(-c3cc(F)ccc3O)[nH]n2)cc1OC
    14%, -10%, -18%, -6%, -1%, 4, -18%, -13%, 3%
43	COc1ccc(NC(=O)c2cc(F)cc(F)c2)cc1S(=O)(=O)N1CCCCC1
    13%, ., -23%, 47%[activator], ., -5, -17%, ., -3%
44	COC(=O)Nc1nc2ccc(C(=O)c3cccs3)cc2[nH]1
    14%, 10%[29.3 µM], -6%[60.1 µM], 4%[58.9 µM], 9%[57.1 µM], -1, -9%[57.1 µM], -3%, -5%&-1%&0%&-2%&-1%&-4%&-3%
45	CNCCCNC(=O)c1ccc(/C=N/O)nc1
    10%, -1%, -10%, -10%, 1%, 0, -11%, 4%, -1%
46	CCN(Cc1ccncc1)Cc1ccc(Br)cc1
    -8%, -19%, 0%, 34%[activator], 4%, -24, -12%, -5%, -1%
47	CC(OC(=O)c1ccc(OCC2CCCO2)cc1)C(=O)N(C)Cc1ccccc1 (stereo unspecified)
    1%, ., 2%, 3%, ., -6, -20%, ., 1%

Copied from the list.
Pol beta inh result of no. 45 → 1%
APEX1 inh result of no. 44 → 14%
POLH inh result of no. 41 → -7%
Pol beta inh result of no. 46 → 4%
Pol kappa inh result of no. 42 → -18%
Pol iota inh result of no. 47 → 3%
